LYPLA2 counter = blocks human lysophospholipase 2, a PME1 counter-screen; inhibition, % at 5.9 µM; O95372; 0.38% of 320,000 active; recombinant LYPLA2, FP-Rh probe fluorescence polarization;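 active means inhibition above the screen-wide mean plus 3 SD, limit set per campaign, cut at about 26% in these data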;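 further: 0% = LYPLA2 with DMSO and 100% = wells lacking LYPLA2 enzyme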
Target sequence (O95372 whole entry, looked up): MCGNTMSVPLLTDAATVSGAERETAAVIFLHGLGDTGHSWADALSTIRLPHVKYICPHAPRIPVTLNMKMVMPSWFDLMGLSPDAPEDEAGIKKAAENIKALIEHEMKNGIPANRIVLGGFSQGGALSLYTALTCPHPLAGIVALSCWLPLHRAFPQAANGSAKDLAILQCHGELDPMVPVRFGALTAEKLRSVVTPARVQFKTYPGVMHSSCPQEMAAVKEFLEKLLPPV
PAFAH1B2 inh = PAFAH1B2 (human) inhibition; P68402; 1.2% of 340,000 active; recombinant PAFAH1B2, FP-rhodamine activity probe, fluorescence polarization; inhibition, % at 3.39 µM;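 active means inhibition above the mean of all tested compounds plus 3 SD, cut at about 24% in these data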;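 further: 0% = enzyme with DMSO and 100% = wells lacking PAFAH1B2; many of its hits are not listed in these tables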
PAD4 inh = PAD4 (human) enzyme inhibition. AID 485272. recombinant PAD4, RCA probe fluorescence polarization. Q9UM07. 0.41% of 330,000 active. inhibition, % at 6.36 µM;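 active means percent inhibition above a cutoff equal to the mean of all tested compounds plus 3 SD, cut at about 15% in these data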;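 further: 0% = PAD4 with RCA probe and DMSO and 100% = probe without PAD4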
PME-1 inh = PME-1 (human) inhibition | recombinant PME-1, FP-Rh probe fluorescence polarization | AID 2130 | inhibition, % at 5.9 µM | 0.53% of 320,000 active | Q9Y570;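 active means inhibition above the campaign mean of all compounds plus 3 SD, cut at about 26% in these data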;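 further: competitive labeling of PME-1 active site by serine hydrolase directed probe; 0% = PME-1 with DMSO and 100% = wells lacking PME-1 enzyme; inhibitors block probe labeling so polarization falls and inhibition rises; many of its hits are not listed in these tables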
PREPL inhibitor = human PREPL enzyme inhibition; recombinant PREPL, fluorescence polarization activity-based probe; Q4J6C6; inhibition, % at 5.96 µM; 0.68% of 320,000 active; in the data active means inhibition above about 43%;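 further: 0% = enzyme with DMSO and 100% = wells lacking enzyme; many of its hits are not listed in these tables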
PAFAH1B3 FP inh = PAFAH1B3 (human) inhibition; Q15102; recombinant PAFAH1B3, FP-rhodamine probe, fluorescence polarization; inhibition, % at 3.39 µM; 0.28% of 340,000 active; AID 492972;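 active means inhibition above the screen-wide average of all tested compounds plus 3 SD, cut at about 25% in these data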;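 further: 0% = enzyme with DMSO only and 100% = wells lacking PAFAH1B3 protein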
LYPLA1 counter = LYPLA1 (human) inhibition in PME1 counter-screen; O75608; recombinant LYPLA1, FP-Rh probe fluorescence polarization; inhibition, % at 5.9 µM; 0.16% of 320,000 active;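 active means inhibition above the mean of all tested compounds plus 3 SD, set per campaign, cut at about 14% in these data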;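 further: inhibitors block serine hydrolase probe labeling of LYPLA1 so polarization falls; 0% = enzyme with DMSO and 100% = wells lacking LYPLA1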
pPAFAH FP inh = pPAFAH (human) enzyme inhibition. Q13093. recombinant pPAFAH, FP-rhodamine probe fluorescence polarization. inhibition, % at 3.39 µM. 1.5% of 330,000 active. AID 463082;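 active means inhibition above the mean inhibition across the screen plus 3 SD, cut at about 25% in these data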;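 further: inhibitors block binding of the rhodamine activity-based probe so polarization drops; 0% = enzyme with DMSO and 100% = wells lacking pPAFAH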
Target sequence (Q13093 whole entry, looked up): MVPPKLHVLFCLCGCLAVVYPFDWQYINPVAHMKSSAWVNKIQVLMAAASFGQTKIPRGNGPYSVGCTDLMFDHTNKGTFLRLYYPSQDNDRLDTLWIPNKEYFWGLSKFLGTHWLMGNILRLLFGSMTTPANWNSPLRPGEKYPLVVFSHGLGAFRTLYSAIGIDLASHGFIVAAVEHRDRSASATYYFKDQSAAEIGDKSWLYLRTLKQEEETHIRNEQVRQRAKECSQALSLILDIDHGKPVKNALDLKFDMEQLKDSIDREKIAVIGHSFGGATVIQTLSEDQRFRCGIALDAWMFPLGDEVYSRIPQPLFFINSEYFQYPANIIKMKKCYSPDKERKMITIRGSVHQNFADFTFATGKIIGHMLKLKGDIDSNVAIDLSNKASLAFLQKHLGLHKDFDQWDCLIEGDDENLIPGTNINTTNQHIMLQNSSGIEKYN
GSTO1 counter = blocks human GSTO1 in RBBP9 counter-screen; 1.1% of 300,000 active; AID 1974; inhibition, % at 5.96 µM; recombinant GSTO1, activity-based probe fluorescence polarization; P78417;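 active means inhibition above the campaign mean inhibition plus 3 SD, cut at about 35% in these data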;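 further: 0% = GSTO1-1 with DMSO and 100% = wells lacking GSTO1-1 enzyme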
Target sequence (P78417 whole entry, looked up): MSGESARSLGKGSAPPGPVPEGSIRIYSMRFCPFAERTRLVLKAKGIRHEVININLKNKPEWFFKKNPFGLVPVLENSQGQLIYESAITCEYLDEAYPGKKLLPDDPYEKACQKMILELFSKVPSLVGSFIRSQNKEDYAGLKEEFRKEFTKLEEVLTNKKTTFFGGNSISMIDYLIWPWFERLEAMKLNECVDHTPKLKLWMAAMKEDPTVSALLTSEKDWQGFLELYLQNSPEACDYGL
* = called active by the depositor; . = no result given. The list is partial; rates above refer to the full screens.

1) N#CCCN(Cc1ccccc1)C(=O)Nc1ccc2c(c1)CCO2
2) C=CCOc1ccc(/C=N/NC(=O)C(=O)Nc2ccccn2)cc1OC
3) O=C(Nc1ccc(F)cc1)c1cccnc1
4) Nc1nonc1C(=O)NCCNCc1ccccc1OCc1ccc(F)cc1
5) Cc1ccc(OCC(=O)NCCc2c[nH]c3ccccc23)cc1
6) CN(C)S(=O)(=O)N1CCN(C(=O)N2CCOCC2)CC1
7) CCN(CC(=O)Nc1ccc(NC(C)=O)cc1)Cc1c(O)ccc2cc(Br)ccc12
8) O=C(NNC(=S)NC(=O)c1ccco1)c1ccc(NC(=O)c2ccccc2)cc1
9) CCOP(=O)(OCC)c1nc(Cc2ccccc2)oc1NCc1ccccc1
10) O=C1c2ccccc2C(=O)C1c1ccccn1
screen / no. | 1 | 2 | 3 | 4 | 5 | 6 | 7 | 8 | 9 | 10
LYPLA2 counter | -1 | 1 | 5 | 1 | 3 | 6 | -6 | -5 | -2 | 6
PAFAH1B2 inh | 2 | 2 | -2 | 1 | 12 | 3 | 68* | -4 | 2 | 4
PAD4 inh | 2 | -4 | -3 | -3 | 2 | 2 | -2 | -5 | 2 | 1
PME-1 inh | 2 | -6 | 2 | 2 | -8 | 3 | 1 | -1 | 3 | 3
PREPL inhibitor | -4 | -3 | -7 | -56 | -6 | 10 | 5 | 8 | -2 | 2
PAFAH1B3 FP inh | -4 | 5 | -5 | 9 | 2 | 3 | 8 | 9 | 5 | 1
LYPLA1 counter | 0 | -2 | 0 | 1 | 0 | -1 | 0 | -2 | -2 | -2
pPAFAH FP inh | 0 | 3 | 2 | -1 | 4 | 5 | 8 | -3 | 5 | 0
GSTO1 counter | 3 | 2 | -5 | -8 | 13 | -3 | -1 | 16 | -4 | 0

11) Fc1ccc(C2c3[nH]c4ccccc4c3CCN2Cc2ccoc2)cc1 (stereo unspecified)
12) CC1(C)CC(=O)C2=C(C1)OC(N)=C(C#N)C2c1cn(-c2ccccc2)nc1-c1ccccc1 (stereo unspecified)
13) Cc1ccc(NCc2nnc(SCC(=O)c3ccc4c(c3)OCCO4)o2)c(C)c1
14) CN(C)C(=S)NCc1ccccc1
15) CCc1ccccc1-n1nnnc1-c1cnccc1C(F)(F)F
16) N/C(=N\OC(=O)Nc1ccccc1)c1cccc(C(F)(F)F)c1
17) CCOC(=O)c1ccc(N2C=C(C(=O)OC)C(c3cccc(O)c3)C(C(=O)OC)=C2)cc1
18) COc1ccc(CC(=O)NCC2CCCN(Cc3ccc(OC(F)(F)F)cc3)C2)cc1 (stereo unspecified)
19) COc1ccc(-c2csc3ncnc(N4CCN(c5ccccc5)CC4)c23)cc1
20) COc1ccccc1N(CC(=O)NC1CCCCC1C)S(=O)(=O)c1cccs1 (stereo unspecified)
screen / no. | 11 | 12 | 13 | 14 | 15 | 16 | 17 | 18 | 19 | 20
LYPLA2 counter | -10 | 4 | 5 | 1 | -3 | 4 | -3 | 1 | -4 | .
PAFAH1B2 inh | 6 | -2 | 1 | 5 | 1 | 1 | 0 | 3 | 3 | 7
PAD4 inh | -8 | 2 | 5 | 3 | -3 | -5 | 1 | 2 | -2 | 1
PME-1 inh | 3 | 6 | 5 | -4 | 4 | 0 | -4 | 0 | -6 | .
PREPL inhibitor | -127 | 2 | -3 | -1 | -5 | -8 | -3 | -7 | 3 | 3
PAFAH1B3 FP inh | 2 | 10 | 0 | 1 | 12 | 3 | 3 | 7 | 11 | 15
LYPLA1 counter | 0 | 0 | 2 | 1 | 0 | 6 | -1 | 0 | -1 | .
pPAFAH FP inh | -8 | 2 | 7 | 3 | -4 | 7 | 5 | 5 | 2 | 0
GSTO1 counter | -2 | 1 | 1 | 0 | -4 | -1 | -5 | 4 | 4 | .

21) COc1ccc(C(=O)N/N=C2\CCS(=O)(=O)c3ccc(F)cc32)cc1OC
22) CCOC(=O)c1nc(C)n(-c2ccc(Cl)cc2)n1
23) COc1ccc(S(=O)(=O)N2CCCC(C(=O)NC3CCCC3)C2)cc1OC (stereo unspecified)
24) CCN(CC)S(=O)(=O)c1cccc(-c2nnc(SCC(=O)NC3CCCC3)n2N)c1
25) Cc1nc2ccccc2c(=O)n1N(c1ccccc1)c1ccccc1
26) O=C(Nc1cccnc1)c1c(F)cccc1F
27) Cc1ccc2cc(CCNS(=O)(=O)c3ccc(Br)cc3)c(=O)[nH]c2c1C
28) CC(=O)Nc1cccc(NC(=O)Nc2ccc(F)cc2F)c1
29) CCOc1cccc2sc(N(CCN(CC)CC)C(=O)c3cccc(N4C(=O)CCC4=O)c3)nc12
30) CC1CN(C(=O)c2ccc(-c3cccc(C(F)(F)F)c3)o2)CC(C)O1 (stereo unspecified)
screen / no. | 21 | 22 | 23 | 24 | 25 | 26 | 27 | 28 | 29 | 30
LYPLA2 counter | 3 | -4 | 9 | 10 | 5 | -2 | -6 | -55 | 0 | -1
PAFAH1B2 inh | 4 | 4 | 5 | 4 | 2 | 2 | 30* | 2 | 3 | -2
PAD4 inh | 0 | -4 | -1 | 2 | -2 | -7 | -2 | -30 | -1 | 4
PME-1 inh | -5 | -3 | 1 | -4 | -2 | 5 | 2 | -46 | 2 | 0
PREPL inhibitor | -1 | 5 | 5 | 2 | 0 | 9 | -2 | -14 | -4 | 3
PAFAH1B3 FP inh | -6 | 7 | 2 | 6 | -2 | -3 | -6 | 8 | 4 | 4
LYPLA1 counter | 3 | -2 | 3 | 4 | 2 | 0 | -4 | -36 | 1 | 0
pPAFAH FP inh | 2 | 8 | 2 | 5 | 5 | 4 | 4 | -14 | 3 | 3
GSTO1 counter | -3 | 5 | 6 | 1 | 1 | 9 | -3 | -20 | 0 | -5

Looked up by compound from the entries so far, 2 records:
28) CC(=O)Nc1cccc(NC(=O)Nc2ccc(F)cc2F)c1
27) Cc1ccc2cc(CCNS(=O)(=O)c3ccc(Br)cc3)c(=O)[nH]c2c1C
screen / no. | 28 | 27
LYPLA2 counter | -55 | -6
PAFAH1B2 inh | 2 | 30*
PAD4 inh | -30 | -2
PME-1 inh | -46 | 2
PREPL inhibitor | -14 | -2
PAFAH1B3 FP inh | 8 | -6
LYPLA1 counter | -36 | -4
pPAFAH FP inh | -14 | 4
GSTO1 counter | -20 | -3

Further entries.
31) O=C(Nc1ccccc1C(=O)N/N=C/c1ccco1)c1ccccc1Cl
32) O=C(COC(=O)c1cc(S(=O)(=O)N2CCCCC2)ccc1N1CCOCC1)NC1CCS(=O)(=O)C1 (stereo unspecified)
33) CC1(C)CC(=O)C/C(=N\NC(=O)CCc2ccc(S(=O)(=O)N3CCOCC3)cc2)C1
34) Cc1ccc(-n2ncc3c2CCCC3NC(=O)c2ocnc2C)cc1C (stereo unspecified)
35) O=c1[nH][nH]c(-c2ccccc2O)c1C(C[N+](=O)[O-])c1ccccc1 (stereo unspecified)
36) CN(Cc1cccc2cnccc12)C(=O)CCc1nnc(CCc2ccccc2)o1
37) COc1ccc(O)c(/C=N/NC(=O)c2ccc(OCc3cccc(Br)c3)cc2)c1
38) O=C(Nc1cccc(O)c1)c1cccc(S(=O)(=O)Nc2cccc(O)c2)c1
39) Cc1cc(C)cc(NC(=O)C2CCN(C(=O)[C@@H]3Cc4ccccc4CN3)CC2)c1
40) COc1ccc(NC(=O)c2ccccc2NS(=O)(=O)c2ccc(CNC(C)=O)cc2)c(OC)c1
screen / no. | 31 | 32 | 33 | 34 | 35 | 36 | 37 | 38 | 39 | 40
LYPLA2 counter | 1 | 5 | 7 | -1 | 1 | 10 | 6 | -13 | -4 | 6
PAFAH1B2 inh | 5 | -1 | 4 | 2 | 6 | -1 | 3 | 7 | -4 | 2
PAD4 inh | -6 | 1 | -4 | -5 | -8 | -5 | 0 | 2 | -2 | 2
PME-1 inh | -2 | 4 | 4 | 3 | -2 | 3 | 2 | -13 | 3 | -1
PREPL inhibitor | -5 | 0 | -4 | -2 | 4 | 11 | 17 | 1 | -1 | 2
PAFAH1B3 FP inh | 0 | 8 | 5 | 6 | 5 | 0 | 7 | 8 | 2 | -2
LYPLA1 counter | -2 | -2 | 1 | 1 | 1 | 4 | 2 | -10 | -5 | 2
pPAFAH FP inh | 6 | 2 | 3 | 4 | 0 | -1 | 12 | 20 | 2 | 6
GSTO1 counter | -3 | -5 | -6 | 28 | 29 | 9 | 11 | -2 | -8 | 6

Three structures out of the list, sorted by number of heavy atoms, low to high:
35) O=c1[nH][nH]c(-c2ccccc2O)c1C(C[N+](=O)[O-])c1ccccc1 (stereo unspecified)
34) Cc1ccc(-n2ncc3c2CCCC3NC(=O)c2ocnc2C)cc1C (stereo unspecified)
32) O=C(COC(=O)c1cc(S(=O)(=O)N2CCCCC2)ccc1N1CCOCC1)NC1CCS(=O)(=O)C1 (stereo unspecified)
screen / no. | 35 | 34 | 32
LYPLA2 counter | 1 | -1 | 5
PAFAH1B2 inh | 6 | 2 | -1
PAD4 inh | -8 | -5 | 1
PME-1 inh | -2 | 3 | 4
PREPL inhibitor | 4 | -2 | 0
PAFAH1B3 FP inh | 5 | 6 | 8
LYPLA1 counter | 1 | 1 | -2
pPAFAH FP inh | 0 | 4 | 2
GSTO1 counter | 29 | 28 | -5

Next part
41) CCOC(=O)C(C)Oc1cccc2c(=O)n(CC(=O)NCCc3ccc(OC)c(OC)c3)ccc12 (stereo unspecified)
42) COc1ccc(CNC(=O)C2CCN(C(=O)[C@@H]3Cc4ccccc4CN3)CC2)cc1
43) c1ccc(-c2nc(NCc3cccnc3)c3oc4ccccc4c3n2)cc1
44) CCN1C(=O)[C@H]2[C@@H](c3ccc(-c4ccccc4)c(OC)c3)N[C@@](Cc3ccccc3)(C(=O)OC)[C@H]2C1=O
45) COC(=O)c1ccccc1N1C(=O)[C@@H]2C(c3ccc(F)cc3)=NO[C@@H]2C1=O
46) CCN1C(=O)c2ccccc2S(=O)c2ccc(C(=O)N3CCCC3)cc21 (stereo unspecified)
47) Cc1nc(SCc2ccc(C(=O)O)cc2)c2c(C)c(C)sc2n1
48) CSC1=NSC2=NC(=O)/C(=C/c3coc4ccc(O)cc4c3=O)C(=N)N12
49) CCN1CCN(S(=O)(=O)c2ccc(Cl)c(C(=O)N(C)CCOc3ccc(Cl)cc3)c2)CC1
50) COc1ccc(-c2cn3cccnc3n2)cc1NC(=O)c1cc(OC)c(OC)c(OC)c1
51) COc1ccc(NC(=O)c2ccc(OC(=S)N(C)c3ccc(OC)cc3)cc2)cc1
52) Cc1cccc(/C=C2\CS/C(=C\c3cccc(C)c3)C2=O)c1
53) NC(=O)CSc1nnc(-c2cccs2)n1Cc1ccco1
screen / no. | 41 | 42 | 43 | 44 | 45 | 46 | 47 | 48 | 49 | 50 | 51 | 52 | 53
LYPLA2 counter | -2 | 4 | -31 | -4 | 0 | 6 | 13 | -10 | 6 | -1 | 5 | -5 | -3
PAFAH1B2 inh | -1 | 1 | -1 | 0 | -1 | 10 | 7 | 18 | 0 | 1 | 6 | -2 | 6
PAD4 inh | -6 | 0 | -4 | 1 | -4 | 1 | -3 | -24 | 2 | -2 | -3 | -1 | 1
PME-1 inh | 1 | -5 | -17 | 4 | 1 | -1 | 4 | -5 | 6 | -4 | 3 | -2 | 2
PREPL inhibitor | -4 | 16 | -14 | 3 | 6 | 2 | -4 | 11 | 38 | 11 | 0 | -7 | -7
PAFAH1B3 FP inh | 8 | 1 | -5 | 7 | 3 | 4 | -3 | 11 | -1 | 6 | 2 | -7 | 4
LYPLA1 counter | -2 | -6 | -21 | -6 | 1 | 0 | 0 | -10 | 1 | -2 | 4 | -3 | 0
pPAFAH FP inh | 1 | -3 | -6 | 5 | 4 | 1 | -7 | 29* | -1 | -6 | 8 | 6 | 1
GSTO1 counter | 0 | 7 | -22 | 8 | 3 | 4 | -18 | -40 | -3 | -5 | 2 | 2 | 8

From PubChem BioAssay
